Screening results: PubChem BioAssay, Broad Institute
Cneo AK release: Cryptococcus neoformans lysis via adenylate kinase release; C. neoformans lysis, adenylate kinase release luminescence, 4 h; normalised: neutral wells 0, clomiphene wells 100; lysis activity, % at 15 µM; 360,000 tested, 0.2% active; AID 651654;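 active = mean lysis activity across replicates of at least 80%, whatever share of replicates individually reach that level; inactive = mean lysis activity below 80%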
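Assay system: Cryptococcus neoformans yeast cells / Dosing: single-point compound dose / Timing: 4 h at 37 °C static, read 1 h later / Measured by: luminescence of released adenylate kinase using an AK detection reagent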
INS-1E GSIS act: GLuc luminescence reporter in INS-1E cells, primary screen for activators of glucose-dependent secretion of insulin. 370,000 tested, 0.61% active. INS-1E GLuc reporter insulin secretion, 2-3 h. activation, % at 16.6 µM;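 active = lowest replicate activation of at least 40%, so every replicate reaches that level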;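 note: 0% = median of neutral control wells and 100% = median of IBMX positive control wells; some compounds called inactive have numbers as strong as hits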
C2C12 statin: suppressors of simvastatin-induced myotoxicity in C2C12 myotubes; ATP luminescence, 48 h; scaled: DMSO 0, geranylgeraniol control 100; rescue of ATP level, % at 7.49 µM; 330,000 tested, 0.78% active; AID 602340;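 active = mean ATP rescue above about 67%, or every replicate alone reaching that limit, limit read from the data, passing the limit was not always enough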;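 note: myotubes were challenged with 10 µM simvastatin during compound exposure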
miR122 inh: inhibitors of miR-122 in Huh7 cells; activation (reporter increase), % at 12.5 µM; AID 602342; Huh7 miR-122 Renilla luciferase sensor, 48 h; neutral wells = 0, positive control = 100; 340,000 tested, 0.3% active;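 active = mean replicate activation score at least 90 and every replicate individually at or above 90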;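 note: higher luciferase means less miR-122 activity so hits act as miR-122 inhibitors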
PGC1a acetyl inh: lowers PGC1a acetylation signal in U2OS cells; AlphaScreen anti-acetyl-lysine; with virally co-expressed GCN5 acetyltransferase; AID 651687; 350,000 tested, 0.17% active; inhibition, % at 15.6 µM;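 active = every replicate shows inhibition of at least 40%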;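 note: 0% = neutral control wells and 100% = positive control wells; some results beyond the cut were filed as inactive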
FN deposition inh: fibronectin deposition inhibition | AH1F fibroblasts, Alexa488-fibronectin deposition fluorescence, overnight | inhibition, % at 12.6 µM | 350,000 tested, 0.086% active;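 active = mean inhibition across replicates of 30% or more, regardless of how many single replicates reach that level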;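 note: positive control wells lacked labelled fibronectin entirely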
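Schedule: 1 h cell adhesion before compound, then overnight fibronectin incubation; test system: AH1F fibroblast monolayer depositing Alexa488-labelled fibronectin into matrix; quantity: 10000 AH1F cells per well; probe or stimulus: fluorescent fibronectin at 24 nM final; signal: fluorescence, ex 485 nm, em 525 nm; evaluation: percent inhibition as loss of matrix-bound fibronectin fluorescence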
CFTR F508del cor: correctors of CFTR F508del function in bronchial epithelial cells | activity (quench increase), % at 7.58 µM | CFBE cells, YFP halide quenching; stimulated with forskolin plus potentiator P3; % fluorescence drop versus neutral controls | AID 720511 | 350,000 tested, 0.36% active;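 active = mean added fluorescence quench of at least 8% versus neutral control, with both replicates also reaching 8%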;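 note: cells transiently co-express mutant CFTR-F508del with the halide-sensitive YFP; corrector assay measuring rescue of mutant channel to the surface after 24 h compound exposure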
PglD DTNB: PglD (C. jejuni) enzyme inhibition. purified PglD enzyme, DTNB colorimetric CoA detection. inhibition, % at 12.5 µM. 360,000 tested, 0.098% active. AID 602405; in the data active = inhibition above about 16%, passing the limit was not always enough; note: strong numbers were not always called active
* = called active by the depositor; . = not tested or not shown; & = joins results of further samples; [ ] = another dose, or the depositor's remark. Some of the compounds tested; rates above refer to the full screens.

SMILES	Cneo AK release	INS-1E GSIS act	C2C12 statin	miR122 inh	PGC1a acetyl inh	FN deposition inh	CFTR F508del cor	PglD DTNB
COc1ccccc1CN1CCNCC1	-2	5	-8	-5	10	.	-1.4	2
O=C(NC(Cc1cnc[nH]1)C(=O)O)c1ccccc1 (centres undefined)	-1	7	.	-12	2	-2	-2.2	-2
CC(C)c1ccccc1OCC(=O)N1CCCN(C)CC1	-3	-20	.	-1	-6	6	1.3	0
CNC(=O)O/N=C(\C)Cc1nnn(-c2cc(C)on2)n1	2	0	.	-10	-2	1	0.8	-1
CCN(CC)P(=O)(Oc1cccc(C)c1)N(CC)CC	5	.	-32	1	0	.	.	1
CC(C)CCn1c(=O)c(C(=O)NCc2ccco2)c(O)c2ccccc21	0	8	.	1	-3	-6	3.7	2
Cc1cccc(C)c1OC(=O)Cc1ccccc1	.	7	2	-3	-4	0	-0.7	.
COc1ccccc1NC(=O)c1cn(CCC#N)nc1-c1cccc(Cl)c1	0	-9	2	-8	-2	-6	0.2	6
COc1ccc(C(C)=O)cc1CC(C(=O)c1ccc(C)c(C)c1)N(C)C (centres undefined)	13	-5	.	1	-2	3	-2.4	-1
O=C(c1cc(-c2ccccc2)nc2ccccc12)N1CCC2(CC1)OCCO2	-6	-3	-2	3	-10	.	-0.1	-2
Cc1cc(OCc2ccc([N+](=O)[O-])cc2)c2c3c(c(=O)oc2c1)CCCC3	1	19	-3	1	.	-2	5.4	1
CC(Cc1ccsc1)NCc1cn[nH]c1-c1ccc(F)cc1F (centres undefined)	9	11	-16	1	-7	-2	-2.5	1
FC(F)(F)c1ccccc1CNCCc1c[nH]c2ccccc12	0	-45	-5	.	-1	-2	-1.5	-4
O=C1NC(=O)C(=Cc2ccc(-c3ccc(S(=O)(=O)N4CCOCC4)cc3)o2)C(=O)N1	0	.	19	.	.	4	2.0	5
O=c1[nH]c(=O)n(-c2cccc3ccccc23)c(O)c1/C=N/N1CCCCC1c1cccnc1 (centres undefined)	-1	3	-6	-2	-9	2	8.0*	-19
Fc1ccccc1CN1CCN(c2ccc(Cl)cc2)CC1	-2	-1	11	2	4	1	-3.0	-5
CS(=O)(=O)c1ccc(C2=C(CNC(=O)c3ccc([N+](=O)[O-])cc3)[C@H]3CC[C@@H](C2)N3Cc2ccccc2)cc1	0	-18	-3	-10	-16	2	-3.2	1
COc1ccc(-n2nnnc2C(C2CC2)N2CCC3(CC2)C(=O)NCN3c2ccccc2)cc1 (centres undefined)	-11	-23	-25	-2	9	7	3.1	3
COC1=CC2[C@@H]3Cc4ccc(OC)c(O)c4[C@]2(CCN3C)CC1=O (some centres undefined)	1	9	0	-5	9	3	-0.5	1
COC(=O)[C@H]1[C@H](CO)[C@H]2Cn3c(ccc(-c4ccncc4)c3=O)[C@@H]1N2CCc1ccccc1	-1	8	-72	.	.	.	.	3
CC(C)(C)C(=O)C(Oc1ccc(Cl)cc1)n1cncn1 (centres undefined)	.	11	-7	1	-2	-6	1.4	.
CC(N)Cc1c[nH]c2ccc(O)cc12 (centres undefined)	-1	3	3	3	-16	-5	-1.6	6
Nc1c(Br)cc([N+](=O)[O-])cc1[N+](=O)[O-]	-1	9	-25	1	-8	.	-3.5	2
CCCCC1(CCO)C(=O)NC(=S)NC1=O	4	5	-13	9	4	3	0.0	2
N#Cc1ccc(N2CCNCC2)c(F)c1	1	.	.	-3	-8	.	.	-3
COC(=O)C1=C(c2c(C)noc2C)C[C@@H]2CC[C@H]1N2C(=O)NCC1CC1	5	11	1	-2	5	-5	0.3	4
CCCN1[C@@H]2Cn3c(ccc(-c4ccc(OC)cc4)c3=O)[C@H]1[C@@H](C(=O)OC)[C@@H]2CO	4	0	13	-3[16.7 µM]	.	.	1.7	-3
Cn1c(=O)cc(OCC(=O)N2CCN(Cc3ccc4c(c3)OCO4)CC2)c2ccccc21	1	.	34	-17	-8	6	.	0
CC1CCN(C(=O)C(C)Cl)CC1 (centres undefined)	2	13	10	3	9	-3	-2.1	-1
COC(=O)C1=C(c2c(C)noc2C)C[C@@H]2CC[C@H]1N2C(=O)N1CCCC1	2	.	3	-2	15	-4	1.7	3

Full records as entered above. Screens in order: Cneo AK release	INS-1E GSIS act	C2C12 statin	miR122 inh	PGC1a acetyl inh	FN deposition inh	CFTR F508del cor	PglD DTNB
`COc1ccccc1NC(=O)c1cn(CCC#N)nc1-c1cccc(Cl)c1` as listed: 0	-9	2	-8	-2	-6	0.2	6
`CC(C)c1ccccc1OCC(=O)N1CCCN(C)CC1` as listed: -3	-20	.	-1	-6	6	1.3	0
`COC(=O)C1=C(c2c(C)noc2C)C[C@@H]2CC[C@H]1N2C(=O)NCC1CC1` as listed: 5	11	1	-2	5	-5	0.3	4
`COC(=O)C1=C(c2c(C)noc2C)C[C@@H]2CC[C@H]1N2C(=O)N1CCCC1` as listed: 2	.	3	-2	15	-4	1.7	3
`COc1ccc(-n2nnnc2C(C2CC2)N2CCC3(CC2)C(=O)NCN3c2ccccc2)cc1` (centres undefined) as listed: -11	-23	-25	-2	9	7	3.1	3

Additional entries follow.
SMILES	Cneo AK release	INS-1E GSIS act	C2C12 statin	miR122 inh	PGC1a acetyl inh	FN deposition inh	CFTR F508del cor	PglD DTNB
Cc1ccc(N(C)C(=O)Oc2cccc3cccnc23)cc1	-3	.	11	4	8	-18	.	0
CCCCCn1c(=O)c(C(=O)Nc2ccccn2)c(O)c2ccccc21	1	-16	-302	6	9	-4	-4.6	-1
N#Cc1c(/N=C/C2C(=O)NC(=S)NC2=O)sc2c1CCCC2	-10	4	6	1	18	12	1.5	-3
N#Cc1ccc(NC(=S)N2Cc3ccccc3-n3nncc3C2)cc1	-1	-10	-7	14	2	-3	-0.6	-2
O=C(Nc1ccccc1)N1Cc2ccccc2-n2nncc2C1	1	.	-2	-5	3	.	-0.5	0
CN1CCC(N(C)c2ccc(C(N)=O)cc2[N+](=O)[O-])CC1	2	11	15	.	.	5	-2.2	-7
NCC(O)c1cc(O)c(O)cc1F (centres undefined)	0	.	8	3	3	-2	-1.9	4
Cc1cc(OCC(=O)NCc2cccnc2)c2c3c(c(=O)oc2c1)CCCC3	1	11	-38	-5	-6	2	1.6	-2
COc1ccccc1N1CCN(Cc2ccc(F)cc2)CC1	-3	10	3	1	-1	-4	.	-3
COC1=C[C@@H]2[C@@H]3Cc4ccc(OC)c(O)c4[C@]2(CCN3C)CC1=O	0	.	10	-18	-5	1	3.4	4
Cc1nc2ccccc2c(=O)n1-c1cccc([N+](=O)[O-])c1	-3	2	29	0	2	2	-0.7	2
CN1CCC(O)(c2ccccc2)C2CCCC21 (centres undefined)	1	-3	14	-2	3	.	-0.2	5
COc1cc2c(c(OC)c1OC)-c1ccc(O)cc1[C@@H](NC(C)=O)CC2	5	-3	-81	.	.	-28	2.7	6
CCCNC(=O)N1CCC2(CC1)OCCO2	.	-2	-2	11	3	.	0.8	.
COc1cc(CC2(CCc3ccncc3)C(=O)N(C)C(=O)N(C)C2=O)cc(OC)c1OC	.	10	.	.	-4	-20	0.6	.
CCN(CC)c1ccc(N=Cc2c(O)n(Cc3ccccc3)c(=O)[nH]c2=O)cc1	1	41*	-43	-9	-2	-8&-1	.	-10
c1cncc(-c2ccc(C3[C@H]4CNC[C@@H]3N4CC3CC3)cc2)c1 (some centres undefined)	.	14	.	.	8	-7	3.9	.
O=c1c2ccccc2nc(/C=C/c2ccco2)n1-c1ccccc1O	-1	-36	18	8	-11	2	-0.3	2
COc1cc(-n2c(=S)[nH]c3ccccc3c2=O)c(Cl)cc1Cl	1	.	21	1	-4	.	.	2
NC(N)=Nc1ccc2[nH]c3c(c2c1)C[C@@]1(O)[C@H]2Cc4ccc(O)c5c4[C@@]1(CCN2CC1CC1)C3O5 (some centres undefined)	0	-5	12	-2	-6	.	-1.2	-2
CCc1nnc(NS(=O)(=O)c2ccc(N=Cc3c(O)n(-c4ccccc4)c(=O)[nH]c3=O)cc2)s1	.	-1	.	.	-1	1	0.3	.
CC[C@H](C)[C@@H]1NC(=O)CNC(=O)c2csc(n2)[C@H](C(C)(C)O)OC(=O)C(C)(C)[C@H](CCCC(C)(Cl)Cl)OC(=O)c2csc1n2	279*	.	-72	-17	60*	48*	-12	-6
COc1cc(O)cc2c1C(=O)O[C@@H](C)CCCC(=O)CCCCC2	2	4	0	6	-4	3	3.4	1
COc1ccc(OC)c(C(O)C2CCCCN2)c1 (centres undefined)	1	8	19	2	10	0	-0.6	-2
COc1cccc(OP(=O)(Nc2ccccc2)Oc2cccc(OC)c2)c1	0	.	20	25	-16	.	.	-3
COc1ccc(/C=C2/C(=O)NC(=O)N(c3ccccc3)C2=O)cc1CN1C(=O)c2ccccc2C1=O	0	.	1	5	-8	.	.	3
CCCCCCCC(=O)NC(Oc1ccccc1[N+](=O)[O-])C(Cl)(Cl)Cl (centres undefined)	0	-35	20	-1	-5	.	-1.4	-4
COC(=O)C1=C(c2ccccc2)C[C@@H]2CC[C@H]1N2C(=O)N1CCOCC1	-2	8	2	.	.	-12	2.2	-1
CCC(=O)c1ccc(OCC(=O)N2CCN(CC(=O)Nc3ccc(C)cc3)CC2)cc1	-1	-15	-12	3	10	-8	-3.2	6
Nc1ccc(CCN2CCCC2)cc1	-1	5	5	6	11	-4	0.4	-16
CON(C)C(=O)Nc1ccc(Cl)cc1	3	.	-2	-3	4	8	.	1
O=P1(Nc2cccnc2)COc2ccccc2OC1	2	.	2	-2	1	4	.	-1
O=C1CC(=O)N(c2ccc(Cl)cc2Cl)C(=O)N1	-1	.	6	6	.	.	.	0
CC(=O)OC1C=CC2[C@H]3Cc4ccc(O)c5c4[C@@]2(CCN3C)C1O5 (some centres undefined)	0	-8	-2	-4	-13	.	-1.1	-1
Cc1ccc(OC(F)F)c(N2C(=O)C3C4CCC(O4)C3C2=O)c1 (centres undefined)	0	4	-12	5	25	4	3.2	-1
CC(=O)C1(c2ccccc2)CCN(C(=O)C2CCC(=O)N(CCc3cccc(F)c3)C2)CC1 (centres undefined)	1	4	-6	-8	.	15	1.7	3
CC(Cc1ccccc1)NCCC(c1ccccc1)c1ccccc1 (centres undefined)	2	182*	-38	-29	.	-7	0.2	6
Oc1c(Cl)c(Cl)c(Cl)c(Cl)c1Cl	0	.	-6	5	0	-1	.	-3
O=C(Nc1cccc(OC(=O)N2CCCCC2)c1)N1CCOCC1	0	3	.	.	.	-15	-0.1	3
COC(=O)C1=C(c2ccc(C(C)=O)cc2)C[C@@H]2CC[C@H]1N2C(=O)NCCCOC(C)C	-5	17	1	-6	-4	3	3.0	-4
O=C(NCCN1CCOCC1)c1ccc(Cl)nc1	0	-1	.	9	1	-10	-1.1	0
CC1C(OC(=O)CCC(=O)NC(C)(C)CO)O[C@H]2OC3(C)CC[C@H]4[C@H](C)CCC1C24OO3 (some centres undefined)	-1	-8	-6	-4	.	0	5.6	-1
CCC(=NC(C)c1ccccc1)c1c(O)[nH]c(=O)[nH]c1=O (centres undefined)	1	66*	0	4	.	8	2.6	-4
COc1cc2c(c(OC)c1OC)-c1ccc(C(=O)O)cc1[C@@H](NC(C)=O)CC2	3	20	-3	.	.	-3	-1.2	1
COc1ccc(OC)c(-n2c(O)c(C=NCCN3CCNCC3)c(=O)[nH]c2=S)c1	0	-3	-1	-2	-3	-8	-3.0	-6
